Screening results as filed in PubChem.
RTF Ca sens act – increases calcium sensitivity of human cardiac regulated thin filaments. P19429+P45379. IANBD-labeled TnC RTF fluorescence at EC20 calcium; 0% EC20 calcium, 100% full calcium. activation, % at 7.2 µM. 340,000 compounds, 0.24% hits. AID 493008;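 active means activation above the mean over all tested compounds plus 3 SD, cut at about 30% in these data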;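 further: rise in fluorescence read as greater calcium sensitivity of cardiac thin filaments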
Wnt act – Wnt/beta-catenin pathway activation. 300,000 compounds, 1.2% hits. activation, % at 9.35 µM. Wnt/beta-catenin reporter cell assay, activator, plate reader; in the data active means activation above about 30%, passing the limit was not always enough; inconclusive means no clear call, values can overlap the other calls;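 further: 0% = neutral control wells and 100% = positive control wells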
CDK5 inh – CDK5/p35 (human) kinase inhibition | Q00535+Q15078 | Recombinant CDK5/p35, ADP-Glo luminescence, 60 min | inhibition, % at 10 µM | 330,000 compounds, 0.01% hits | AID 488839;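 active means highest replicate inhibition of at least 50% and at least 75% of replicates reaching 50%; inconclusive means only one of the two criteria met; inactive means both criteria failed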;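 further: plate controls were DMSO neutral control for no effect and GW8510 at 10 µM for full effect; many of its hits are not listed in these tables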
SR-BI DiI-HDL act – SR-BI HDL lipid transfer activation. CHO ldlA[mSR-BI] cells, DiI-HDL uptake fluorescence, 3 h; 100 = double the neutral-control signal. activation, % at 12.5 µM. 320,000 compounds, 0.096% hits;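 active means mean replicate activation of at least 60% and every replicate at or above 60%; inconclusive means mean or all-replicate condition met, but not both; inactive means mean below 60% and not all replicates reaching 60%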;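 further: 0% = median plate neutral-control signal and 100% = twice that signal; values of inactives mirror those of a sister screen read the other way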
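Material – SR-BI-overexpressing, LDLR-lacking CHO cells · Medium – BSA-supplemented, HEPES-buffered Ham's F12, pH 7.4 · Doses – single concentration · Times – compound with DiI-HDL co-incubation, 3 h at 37 °C · Measured by – bottom-read fluorescence, 550/595 nm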
dFosB act – enhances mouse delta FosB homodimer DNA binding. purified delta FosB, TAMRA-CDK5 oligo fluorescence polarization; percent of positive-control signal above neutral wells. activation, % at 25 µM. 340,000 compounds, 0.99% hits. AID 493131;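 active means mean activation above about 17%, with every replicate also reaching it, limit read from the data, passing the limit was not always enough; inconclusive means only one of the two conditions met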;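 further: fluorescence polarization rise as delta FosB binds a TAMRA Cdk5 AP-1 oligo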
Target sequence (P13346 whole entry, looked up): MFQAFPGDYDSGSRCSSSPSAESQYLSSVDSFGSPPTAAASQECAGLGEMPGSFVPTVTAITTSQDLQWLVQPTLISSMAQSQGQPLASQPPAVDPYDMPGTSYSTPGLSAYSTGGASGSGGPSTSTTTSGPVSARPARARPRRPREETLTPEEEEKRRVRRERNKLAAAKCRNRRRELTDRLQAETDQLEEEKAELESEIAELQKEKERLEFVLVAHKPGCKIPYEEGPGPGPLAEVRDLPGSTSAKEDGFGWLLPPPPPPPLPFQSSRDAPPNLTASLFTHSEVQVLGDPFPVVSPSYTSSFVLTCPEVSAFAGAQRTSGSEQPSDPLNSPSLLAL
MITF act – MITF TRPM1 promoter activation in melanoma cells; SK-MEL-5 TRPM1-promoter luciferase, 24 h; % of positive control, neutral wells = 0; activation, % at 12.5 µM; 300,000 compounds, 0.75% hits; AID 588334;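 active means mean activation of at least 80% with every replicate also reaching 80%; inconclusive means mean reaches 80% but some replicate falls short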;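 further: 0% = neutral control wells and 100% = parthenolide positive control wells; values of inactives mirror those of a sister screen read the other way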
SR-BI DiI inh – blocks mouse SR-BI lipid uptake from DiI-HDL; 320,000 compounds, 0.96% hits; AID 488896; Q61009; inhibition, % at 12.5 µM; ldlA[mSR-BI] CHO cells, DiI-HDL uptake fluorescence, 3 h;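 active means mean replicate inhibition of at least 70% and a set share of replicates each scoring 70 or more; inconclusive means meets just one of the two criteria; inactive means fails both criteria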;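 further: 0% = median of neutral control wells and 100% = median of positive control wells; values of inactives mirror those of a sister screen read the other way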
PvdQ acylase – blocks Pseudomonas aeruginosa PvdQ acylase activity; purified PvdQ acylase, fluorescence plate reader; inhibition, % at 10 µM; AID 488965; 340,000 compounds, 0.063% hits; in the data active means inhibition above about 30%, passing the limit was not always enough; inconclusive means no clear call, values can overlap the other calls;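 further: 0% = vehicle neutral wells and 100% = reference inhibitor wells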
HTR5A ag ctr – counter-screen for OPRM1-OPRD1 agonists: human HTR5A agonism; P47898; HTR5A agonist assay, luminescence, cell-based; activation, % at 9.3 µM; 340,000 compounds, 0.61% hits; AID 504692; in the data active means activation mostly above about 9.5%, no sharp cut-off; inactive means mostly below about 7.6%;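 further: 0% = cells with vehicle only and 100% = reference agonist; strong numbers were not always called active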
Target sequence (P47898 whole entry, looked up): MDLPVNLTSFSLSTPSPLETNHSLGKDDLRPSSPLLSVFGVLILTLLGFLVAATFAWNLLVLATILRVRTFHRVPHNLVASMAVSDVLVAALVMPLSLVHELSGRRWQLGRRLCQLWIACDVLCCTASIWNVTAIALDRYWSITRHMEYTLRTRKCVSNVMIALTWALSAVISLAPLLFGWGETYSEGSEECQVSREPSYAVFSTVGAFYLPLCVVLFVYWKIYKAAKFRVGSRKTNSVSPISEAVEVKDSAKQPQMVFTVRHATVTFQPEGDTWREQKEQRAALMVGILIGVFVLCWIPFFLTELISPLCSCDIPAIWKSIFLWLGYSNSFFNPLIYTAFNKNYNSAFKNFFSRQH
Rtt109 HAT inh – blocks Candida albicans Rtt109/Vps75 acetyltransferase activity; Q5AAJ8; purified Rtt109/Vps75, ThioGlo CoA-SH fluorescence, 4 h; inhibition, % at 34.9 µM; 330,000 compounds, 0.16% hits;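 active means inhibition of at least 50% in every replicate; inconclusive means best replicate reaches 50% inhibition but some replicates fall short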
Target sequence (Q5AAJ8 whole entry, looked up): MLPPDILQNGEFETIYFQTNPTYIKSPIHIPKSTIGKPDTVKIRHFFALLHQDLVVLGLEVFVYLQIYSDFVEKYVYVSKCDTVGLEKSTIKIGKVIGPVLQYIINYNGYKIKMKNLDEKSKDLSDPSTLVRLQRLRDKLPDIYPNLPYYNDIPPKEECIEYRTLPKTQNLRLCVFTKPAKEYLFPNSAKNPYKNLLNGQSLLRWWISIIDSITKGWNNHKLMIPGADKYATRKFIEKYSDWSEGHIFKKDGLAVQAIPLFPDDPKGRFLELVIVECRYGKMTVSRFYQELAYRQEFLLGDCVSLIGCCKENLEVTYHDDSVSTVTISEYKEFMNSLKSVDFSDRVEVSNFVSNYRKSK
An asterisk follows results filed as active; u = inconclusive; x = not tested or not shown.

SMILES	RTF Ca sens act	Wnt act	CDK5 inh	SR-BI DiI-HDL act	dFosB act	MITF act	SR-BI DiI inh	PvdQ acylase	HTR5A ag ctr	Rtt109 HAT inh
COC(=O)c1c(NC(NC(=O)C(C)(C)C)C(Cl)(Cl)Cl)sc2c1CCC2 (stereo not drawn)	1	x	-0.4	-47	-3	-4	47	-17	-6	5
CCN(CC)CCCn1c2c(c(SCC(=O)N3CCCc4ccccc43)nc1=O)CCC2	1	-4	2.4	10	2	12	-10	-23	-2	-5
COc1ccc(-c2csc(NC(=O)C3CCN(C(=O)c4ccc(F)cc4)CC3)n2)cc1OC	-2	-2	-2.0	-50	-24	-23	50	-13	3	16
O=C(NCc1ccc(F)cc1)c1nc(-c2cccs2)no1	-2	12	0.1	9	-5	-16	-9	-18	1	x
Cc1nnc(NC(=O)CSc2nc3c(c(=O)n2CCc2ccccc2)SC(C)C3)s1 (stereo not drawn)	-3	-11	-0.6	-3	10	x	3	6	-1	-3
COc1ccc(CN(C)C(=O)c2ccccc2Sc2ccccc2C#N)cc1OC	-1	1	0.1	-24	-6	0	24	-6	-1	10
COCCOC(=O)/C(C#N)=C/c1cn(Cc2ccccc2)nc1-c1cccnc1	-7	-1	0.7	7	-9	10	-7	-5	0	1
COc1ccc(OC)c(C(=O)CN2C(=O)C(=O)N(C3CCCC3)C2=O)c1	-1	0	-3.0	-6	-7	11	6	-11	3	-4
Cc1nnc2n1N=C(c1ccccc1)CS2	-1	1	-1.6	4	-9	4	-4	-9	2	0
COc1ccc(-c2nc3cc(C)ccn3c2NC(=O)c2ccccc2OC)cc1	-2	0	-0.3	-53	-9	2	53	-10	-3	9
C#CCN1CC(C)/C(=N/O)CC1C (stereo not drawn)	-1	1	0.1	5	5	2	-5	14	-1	-5
O=C(NC1CC(=O)N(c2ccc3c(c2)OCCO3)C1)N1CCCCC1 (stereo not drawn)	2	0	-1.0	3	0	7	-3	-20	11	-1
CCCc1cc(=O)oc2cc(C)cc(OC(C)C(=O)NCc3cccnc3)c12 (stereo not drawn)	-1	-1	1.7	10	-9	-8	-10	-12	-5	3
COc1ccc(-c2[nH]ncc2CN(CCO)Cc2cccs2)c(F)c1	-2	-2	1.0	5	-8	-8	16	-8	-5	-1
N#C/C(=C\c1cccs1)C(=O)NCc1ccco1	1	5	-1.4	11	-6	16	-11	10	-5	-5
COc1ccc(C(CC(=O)O)NC(C)=O)cc1OC (stereo not drawn)	1	x	0.2	-4	-3	-7	4	4	-4	8
Cc1ccc(C(=O)OCC(=O)Nc2cc(S(C)(=O)=O)ccc2Cl)cc1S(=O)(=O)N1CCCCC1	1	-2	1.6	-26	-25	-7	26	-9	5	2
O=C(COC(=O)CNC(=O)c1ccccc1)Nc1ccc(F)c([N+](=O)[O-])c1	12	-11	1.4	11	-12	9	-11	-6	6	-1
NC(=O)C1(Nc2ccc(-c3ccc(Br)cc3)cc2)CCCC1	-12	2	1.7	-5	-12	66	5	2	0	4
Cc1c(Cl)cccc1NC(=O)C1CC(=O)N(C2CCCC2)C1 (stereo not drawn)	0	2	1.0	10	-9	2	-10	5	-1	4
O=C(Cn1ncc2c([nH]c3ccccc32)c1=O)N1CCN(c2ccc(F)cc2)CC1	2	-3	1.0	-2	10	-6	2	-16	1	-6
CCCC(=O)Nc1sc(Cc2ccccc2)c(C)c1C(N)=O	2	-1	-0.4	-24	-5	-4	24	-10	6	1
Cc1nn(Cc2nnc(SCC(=O)Nc3cccc(C(F)(F)F)c3)n2C)c(C)c1[N+](=O)[O-]	x	0	0.8	-25	0	x	25	-7	x	1
CCOC(=O)CNC(=O)C12CC3CC(CC(C3)C1)C2	8	0	0.4	28	4	-2	-28	3	1	x
COc1ccc(CCN=c2c([N+](=O)[O-])nn(-c3cccc(C)c3)n2O)cc1OC	-6	-1	-0.7	x	-14	-17	x	-8	4	5
Continued:
SMILES	RTF Ca sens act	Wnt act	CDK5 inh	SR-BI DiI-HDL act	dFosB act	MITF act	SR-BI DiI inh	PvdQ acylase	HTR5A ag ctr	Rtt109 HAT inh
CN(CC1CCCO1)S(=O)(=O)c1ccc(C(=O)Nc2ccc3c(c2)OCO3)cc1 (stereo not drawn)	-1	-2	-2.5	-60	-8	-9	60	-11	-1	-4
CCCN1CCN(CCCNC(=O)c2ccc3c(c2)NC(=O)c2ccccc2S3)CC1	1	-2	0.2	9	-8	9	-9	8	2	3
COc1ccc(N(C)S(=O)(=O)c2cccc(C(=O)NC3CCCCC3C)c2)cc1 (stereo not drawn)	6	-1	0.4	-10	-4	-11	10	-15	3	-3
O=C(CSc1cccc[n+]1[O-])c1ccc(Cl)cc1	1	10	0.0	13	0	14	-13	-12	0	4
CCN(CC)C(=O)c1ccccc1NC(=O)c1ccccc1	6	0	1.3	11	-2	4	-11	7	-1	-6
O=C(CCN1C(=O)C2C3C=CC(C3)C2C1=O)Nc1c(F)cc(F)cc1Br (stereo not drawn)	-8	-1	-1.1	x	1	-6	x	6	-1	34
COc1c(C)cccc1C(=O)Nc1cc(Cl)ccc1N1CCOCC1	-8	x	-0.1	-54	-10	1	54	-7	2	-13
CSCCC(NS(=O)(=O)c1ccc2c(c1)OCCO2)C(=O)N(C)Cc1ccc(C)cc1 (stereo not drawn)	-1	8	-0.4	-2	-8	-5	2	-13	-1	10
O=C(CCNC(=O)c1ccccc1Cl)Nc1nc2ccccc2s1	1	13	0.5	-5	-9	31	5	8	0	2
Cc1cccc(C)c1NC(=O)c1ccc(OCc2c(C)noc2C)cc1	3	5	1.3	-53	-10	10	53	-14	2	-5
Cc1cc(C(=O)NC(C)C2CCCO2)no1 (stereo not drawn)	-2	-2	0.7	-7	7	0	7	-2	-1	-3
COc1ccc(NS(=O)(=O)c2ccc(O)c(C(=O)OCC(=O)N3CCCCC3)c2)cc1	4	-1	-0.6	19	-2	-7	-19	-13	5	1
CCN(CC)C(=O)Cn1cnc2ccccc2c1=O	12	-4	-3.1	8	-3	x	-8	-22	0	-8
CCC1(C)Cc2c(sc3c2c(=O)n(C)c2nnc(SCCc4ccccc4)n32)CO1 (stereo not drawn)	-5	x	0.3	-6	-6	-3	6	-11	2	2
Cc1cccc(NC2=Nc3ccccc3N3C2=Nc2c(c(C)nn2-c2ccccc2)C3c2ccc(O)c(O)c2)c1 (stereo not drawn)	24	x	-0.2	-103	-3	-17	103*	-7	-7	1
O=C(NCC1(O)CCCCC1)C1CCC(=O)N(CCc2ccccc2)C1 (stereo not drawn)	-6	0	1.5	15	-3	6	-15	-5	6	-4
COc1ccc(-c2noc(CCC(=O)N3CCN(c4ccccc4Br)CC3)n2)cc1	-3	-3	-0.1	7	-3	2	-7	-3	4	2
Cc1nn(-c2ccc(F)cc2)c2sc(C(=O)OCC(=O)N3CCC(C)CC3)cc12	0	0	1.1	-13	4	6	13	-2	1	-5
Cc1ccc(C2c3[nH]c4ccccc4c3C[C@H]3C(=O)N(c4ccccc4C(=O)NCCN4CCOCC4)C(=O)N23)cc1 (stereo partly drawn)	4	-1	0.6	-50	-9	-3	50	-12	7	8
COc1ccc(C2/C=C\CN(S(=O)(=O)c3ccc(C)cc3)CC(=O)N2Cc2ccc(F)cc2)cc1 (stereo not drawn)	-2	-6	0.5	-86	-9	-9	86*	-10	11	4
O=C1C=C(c2ccc3c(c2)OCO3)C[C@@H](c2ccc(F)cc2)C1	-3	2	-0.1	-24	-5	-17	24	3	5	11
O=C(NCc1ccccc1)NC(O)C(Cl)(Cl)Cl (stereo not drawn)	4	0	0.5	-4	-2	-1	4	-7	-3	-1
COC(=O)c1ccc(COc2ccc3c(C)c(C)c(=O)oc3c2)o1	2	x	2.0	7	-1	25	-7	5	1	-5
O=c1[nH]c(COc2ccccc2)nc2ccccc12	2	24	-0.5	-7	-6	u	7	-5	-6	-4
O=C(O)C(Cc1ccc(O)cc1)N1C(=O)C2CCCCC2C1=O (stereo not drawn)	4	5	0.4	-7	-7	-6	7	-8	2	-6
Next part.
SMILES	RTF Ca sens act	Wnt act	CDK5 inh	SR-BI DiI-HDL act	dFosB act	MITF act	SR-BI DiI inh	PvdQ acylase	HTR5A ag ctr	Rtt109 HAT inh
Cc1ccc(N2CC(C(=O)N/N=C/c3cccc([N+](=O)[O-])c3)CC2=O)cc1 (stereo not drawn)	1	x	-2.2	-5	-4	-7	5	-13	-1	12
O=S(=O)(c1ccc(-c2nnc(SCc3nnc(-c4ccccc4)o3)o2)cc1)N1CCCC1	-3	0	-1.5	-5	14	x	5	-6	-4	6
O=C(COC(=O)C1(c2ccccc2F)CCCC1)NC1CCS(=O)(=O)C1 (stereo not drawn)	3	x	2.4	x	-4	1	x	-5	0	-3
Cc1n[nH]c(=S)n(NC(=O)/C=C/C(=O)Nn2c(=S)[nH]nc(C)c2=O)c1=O	-2	-1	0.5	2	-16	9	-2	-17	-1	8
COc1ccc(CCC(=O)Nc2ccc(Cn3ccnc3)cc2)cc1	0	-1	0.2	-4	-10	-7	4	1	6	3
CCCc1cc(=O)[nH]c(SCC(=O)N2CCN(S(=O)(=O)c3ccccc3)CC2)n1	4	-4	0.3	10	-1	7	-10	-9	-3	5
COc1ccc2oc(-c3ccc(C)c(NC(=O)c4ccc(N5CCOCC5)c([N+](=O)[O-])c4)c3)nc2c1	3	x	0.0	-32	22*	20	32	-1	0	8
CCOC(=O)c1cc(-c2ccccc2)n(CC(=O)Nc2cccc(OC)c2)c1C	3	-7	-1.8	-14	5	-11	14	-10	1	6
Cc1ccccc1-c1nc(-c2ccc(NC(=O)c3ccc(Br)o3)cc2)no1	-3	x	0.2	-67	-6	71	67	-1	0	-3
O=C(CSc1ncc(-c2ccc(F)cc2)[nH]1)Nc1cccc(O)c1	-1	x	1.1	25	0	9	-25	-4	-2	x
CCOC(=O)c1c(-c2ccccc2)c[nH]c1C	2	25	1.1	-17	-7	39	17	16	2	-3
Cc1cccc(NC(=O)c2cccc(C(F)(F)F)c2)c1	-5	11	1.6	-6	-4	36	6	3	0	13
CC(=O)NCC1CCCN(Cc2cn(-c3ccccc3F)nc2-c2cc(C)sc2C)C1 (stereo not drawn)	7	-1	2.0	9	1	-4	-9	-15	0	-8
COc1ccc(-n2c(Cc3cccn3C)nnc2SCC(=O)Nc2ccc(C(C)=O)cc2)cc1	7	-1	2.0	-13	4	-1	13	-9	0	3
COC(=O)c1ccc(C(=O)Nc2ccc(F)cc2)cc1	-6	28	3.0	-11	0	79	11	-7	5	2
CCOC(=O)C1(Cc2cccc(F)c2)CCN(Cc2ccon2)CC1	x	0	0.5	-4	-6	12	4	-5	x	-5
O=C(CSc1nc(O)c(C2CCCCC2)c(=O)[nH]1)NCC1CCCO1 (stereo not drawn)	-10	-3	-0.2	25	1	1	-25	4	6	-5
